procasp7 counter: counter-screen for procaspase-3 activators: activators of human procaspase-7 | activation, % at 8.5 µM | actives 0.093% (n = 330,000) | recombinant procaspase-7, Ac-DEVD-pNA absorbance 405 nm; D23A/D198A/D206A triple mutant, cannot self-cleave; scale: DMSO 0, 5 µM enzyme 100;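 active = percent activation above the screen-wide mean plus 3 SD, cut at about 25% in these data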
Target sequence (P55210 whole entry D23A/D198A/D206A): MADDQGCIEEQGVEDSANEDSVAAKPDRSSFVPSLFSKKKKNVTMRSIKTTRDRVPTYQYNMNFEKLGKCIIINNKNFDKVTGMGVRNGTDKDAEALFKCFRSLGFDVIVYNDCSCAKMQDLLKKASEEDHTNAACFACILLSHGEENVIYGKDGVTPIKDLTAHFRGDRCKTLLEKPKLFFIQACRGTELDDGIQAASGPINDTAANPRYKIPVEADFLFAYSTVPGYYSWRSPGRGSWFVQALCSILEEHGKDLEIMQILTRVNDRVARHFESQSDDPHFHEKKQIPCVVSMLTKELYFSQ
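signal = Epi-absorbance of released pNA at 405 nm, two timepoints | assay system = Uncleavable procaspase-7 mutant enzyme | reagent = Ac-DEVD-pNA substrate, 400 µM as added | times = 1 h enzyme–compound preincubation and 2 h substrate reaction, both 25 °C | benchmarks = low DMSO alone, high DMSO plus 5 µM PC-7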
Efflux pump mplx: inhibitors of Candida antifungal efflux pumps expressed in yeast; S. cerevisiae Candida pump triplex, Nile Red efflux; inhibition, % at 10 µM; actives 0.44% (n = 330,000); AID 485275;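 active = plate passing quality check with inhibition over a set limit, or well fluorescence over plate mean plus 4 SD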;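 also: Nile Red retained in pooled yeast measured as flow cytometry median fluorescence; 0% = buffer negative control and 100% = Enniatin B positive control; higher means more Nile Red kept so more efflux inhibition; some compounds called inactive have numbers as strong as hits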
procasp3 activ: activates human procaspase-3. activation, % at 8.5 µM. P42574. actives 0.11% (n = 330,000). recombinant procaspase-3 D3A, Ac-DEVD-pNA absorbance 405 nm;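 active = activation above the mean of all tested compounds plus 3 SD, cut at about 21% in these data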;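 also: 0% = DMSO alone and 100% = DMSO wells spiked with extra 5 µM PC-3 D3A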
Target sequence (P42574 whole entry D9A/D28A/D175A): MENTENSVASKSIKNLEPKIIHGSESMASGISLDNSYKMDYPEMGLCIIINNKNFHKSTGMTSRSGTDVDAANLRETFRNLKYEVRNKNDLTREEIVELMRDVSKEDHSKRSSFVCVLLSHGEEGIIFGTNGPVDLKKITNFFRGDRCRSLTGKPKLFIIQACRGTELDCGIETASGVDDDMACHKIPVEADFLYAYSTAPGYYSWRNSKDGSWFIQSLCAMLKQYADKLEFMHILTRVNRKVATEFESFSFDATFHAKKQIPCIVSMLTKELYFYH
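Assay system: Autoprocessing-dead procaspase-3 D3A mutant enzyme; also added: Ac-DEVD-pNA; doses: one concentration, 8.5 µM nominal, 0.8% DMSO; times: 1 h compound preincubation, 2 h substrate hydrolysis at 25 °C; technique: 405 nm absorbance of p-nitroaniline, reads at 0 and 120 min; measure: % activation between DMSO and enzyme-spiked controls; repeats: single replicate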
PP1 inh: counter-screen for PP5 inhibitors: inhibitors of human PP1-alpha; P62136; purified PP1alpha, OMFP fluorescence; inhibition, % at 6.7 µM; actives 0.9% (n = 320,000); AID 2235;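 active = inhibition above the mean inhibition of all tested compounds plus 3 SD, computed separately for each screening campaign, cut at about 15% in these data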
Target sequence (P62136 whole entry, looked up): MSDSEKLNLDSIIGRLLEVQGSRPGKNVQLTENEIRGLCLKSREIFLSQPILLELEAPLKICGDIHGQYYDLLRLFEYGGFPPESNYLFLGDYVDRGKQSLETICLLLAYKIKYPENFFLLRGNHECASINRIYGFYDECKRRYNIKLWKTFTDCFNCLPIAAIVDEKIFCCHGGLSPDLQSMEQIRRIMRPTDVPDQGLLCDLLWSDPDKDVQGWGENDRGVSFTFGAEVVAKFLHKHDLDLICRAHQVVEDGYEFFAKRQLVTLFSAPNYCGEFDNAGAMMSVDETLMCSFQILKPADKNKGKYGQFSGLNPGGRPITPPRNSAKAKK
PP5 inh: inhibitors of human protein phosphatase 5 (PP5); P53041; purified PP5c, OMFP substrate fluorescence; inhibition, % at 6.7 µM; actives 0.18% (n = 320,000);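 active = inhibition above the campaign's mean inhibition across all tested compounds plus 3 SD, cut at about 9.5% in these data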;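 also: 0% = DMSO only and 100% = 100 µM cantharidin control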
TPT1 inhibitor: inhibitors of Candida albicans tRNA 2'-phosphotransferase TPT1; recombinant caTPT1, FP RNA substrate dephosphorylation; inhibition, % at 5 µM; actives 0.81% (n = 300,000);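 active = inhibition above the mean of all tested compounds plus 3 SD, set per screening campaign, cut at about 24% in these data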;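 also: plate controls were DMSO alone for no effect and ferristatin control at 100 nM for full effect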
Fh CTSL1 inh: blocks F. hepatica cathepsin L1 in PFM18AAP counter-screen. actives 0.49% (n = 300,000). inhibition, % at 5.96 µM. recombinant F. hepatica cathepsin L1, Z-Leu-Arg-MCA fluorescence. AID 1906;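 active = inhibition above the mean of all tested compounds plus 3 SD, set per screening campaign, cut at about 17% in these data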;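 also: 0% = plate median of test compound wells and 100% = 1 µM Z-Phe-Ala-diazomethylketone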
GASC-1 inh: blocks human GASC-1 demethylase activity; Q9H3R0; GST-JMJD2C(1-420) H3K9me3 demethylation, DELFIA europium; inhibition, % at 2.35 µM; actives 0.069% (n = 330,000); AID 2099;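 active = more than half of a compound's replicate wells show inhibition beyond 50%, single wells judged on their own value; inconclusive = some, but no more than half, of replicates pass 50% inhibition; inactive = no replicate passes 50% inhibition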;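 also: signal counts dimethyl H3K9 product captured on neutravidin plate; 0% = median of DMSO wells and 100% = 0.3 times that DMSO median; strong numbers were not always called active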
HCV core dimer: blocks dimerization of HCV core protein | TR-FRET GST/Flag-core106 dimerization, 1536-well | inhibition, % at 5 µM | actives 0.33% (n = 300,000) | AID 1899;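 active = inhibition above the mean of all tested compounds plus 3 SD, set per screening campaign, cut at about 45% in these data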
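Material: Tagged HCV core106 pair (GST and Flag) | Amount: GST-core106 13.5 nM, Flag-core106 17 nM | Medium: KF-containing HEPES buffer, pH 7.45, DTT, CHAPS, BSA | Reagent: Eu donor and XL665 acceptor anti-tag antibodies | Schedule: 4 h at 22.5 °C | Technique: Time-resolved FRET, ex 340 nm, em 617 and 671 nm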
Active calls of the source: *; i = inactive; ? = inconclusive; · = no result given; & = joins results of further samples.

SMILES	procasp7 counter	Efflux pump mplx	procasp3 activ	PP1 inh	PP5 inh	TPT1 inhibitor	Fh CTSL1 inh	GASC-1 inh	HCV core dimer
CCN1CCCC1CNCc1ccc(OCc2ccc(Cl)nc2)c(OC)c1 (configuration not stated)	4	0.1	-3	-2	-0.1	-1	-5	2	-2
Cc1cc(NC(=O)CSc2nnc(-c3c[nH]c4ccccc34)n2C)no1	-3	-0.3	10	2	-0.6	-2	2	0	7
Cc1c(NC(=O)Nc2cccc(Cl)c2)c(=O)n(-c2ccccc2)n1C	6	-0.2	0	-1	3.6	-2	-2	-10	0
COc1ccc(N(CC(=O)N2CCCC2)S(C)(=O)=O)cc1	-1	-0.1	-6	-1	0.0	-1	1	55	9
COc1cccc(-c2cccc(NC(=O)C3CCN(Cc4ccc(CO)o4)CC3)c2)c1	12	-0.1	3	-1	0.7	0	1	1	9
O=C(NNS(=O)(=O)c1ccccc1)c1ccc(F)cc1	-9	-0.1	-6	1	-1.2	2	1	7	-12
CCn1c(SCC(=O)NCc2ccc(C)cc2)nnc1-c1ccncc1	10	-0.2	4	-1	-1.4	-1	-2	1	5
Cc1cnccc1CN(C)Cc1cn(C)nc1-c1ccc(Oc2ccccc2)cc1	1	0.3	-1	2	1.7	-1	2	5	13
Cc1ccc2nc(SC(C)C(=O)NCc3ccco3)[nH]c2c1 (configuration not stated)	1	-0.1	4	-2	-1.4	1	-3	-1	8
CC(=O)c1cnc2cc(C)nn2c1C	7	0.1	3	3	1.5	3	1	0	-2
CCOc1ccc(C2CC(c3ccc(CC)cc3)Nc3nc(N)nn32)cc1 (configuration not stated)	-6	0.5	2	1	3.9	1	-3	0	2
O=S(=O)(Nc1ccc2c(c1)OCO2)c1ccc(Br)s1	6	0.1	-2	3	-0.8	3	6	-18	6
Cc1nc2cc(-c3cccc(F)c3)nn2c(C)c1CCC(=O)NC(C)CCc1ccco1 (configuration not stated)	-2	-0.1	1	-2	2.2	-1	-1	8	5
COc1cc(OC)cc(C(=O)NCCCCCCNC(=O)c2cc(OC)cc(OC)c2)c1	2	-0.2	5	-2	2.8	·	·	5	·
COc1ccc(OC)c(CCNC(=O)c2ccc(CS(=O)Cc3ccc(Cl)cc3)o2)c1 (configuration not stated)	7	-0.1	1	-1	-0.3	-1	1	3	-3
COc1ccc2nc(SCC(=O)Nc3ccc(S(=O)(=O)Nc4onc(C)c4C)cc3)[nH]c2c1	1	0.0	2	2	-1.0	-5	-1	2&2	0
Cc1ccccc1COC(=O)CNC(=O)c1sc2ccccc2c1Cl	-5	0.0	0	-1	-0.8	1	-9	-2	7
COc1ccc(-c2ccc(=O)n(Cc3cc(=O)n4ccccc4n3)n2)cc1	-5	0.1	-3	1	1.5	-2	1	1	-1
CCOc1ccc(C(=O)NCC(=O)OCC(=O)N2C(C)CCCC2C)cc1 (configuration not stated)	4	0.0	-1	-5	-1.1	-2	-16	-13	-4
O=C(O)/C=C/c1ccc(O)c(O)c1	-28	-0.1	-5	-2	-2.7	2	2	-1	9
O=C(Cc1ccc(Br)c2ccccc12)N/N=C/c1ccccn1	-8	0.1	-4	-2	1.3	1	2	-11	0
C#CCNC(=O)C1=C[C@@H](C2CC2)C[C@@H](OCc2ccc(CO)cc2)O1	-14	-0.1	-1	-7	2.5	-1	-3	3	4
Clc1cccc(/C=N/Nc2ncnc3ccccc23)c1	-13	-0.1	-34	-2	-0.3	-1	5	2	-3
CCCCn1nc(C(=O)N(C)CC(=O)Nc2cccc(F)c2)c2ccccc2c1=O	9	-0.1	-4	-3	1.2	-2	-2	-1	0
COC(=O)c1sccc1S(=O)(=O)Nc1ccc(Cl)cc1	4	0.1	-8	-3	-0.2	-1	-3	-6	4

An excerpt of the results above:
SMILES	procasp7 counter	Efflux pump mplx	procasp3 activ	PP1 inh	PP5 inh	TPT1 inhibitor	Fh CTSL1 inh	GASC-1 inh	HCV core dimer
CCOc1ccc(C(=O)NCC(=O)OCC(=O)N2C(C)CCCC2C)cc1 (configuration not stated)	4	0.0	-1	-5	-1.1	-2	-16	-13	-4
O=C(O)/C=C/c1ccc(O)c(O)c1	-28	-0.1	-5	-2	-2.7	2	2	-1	9
O=C(Cc1ccc(Br)c2ccccc12)N/N=C/c1ccccn1	-8	0.1	-4	-2	1.3	1	2	-11	0

More entries:
SMILES	procasp7 counter	Efflux pump mplx	procasp3 activ	PP1 inh	PP5 inh	TPT1 inhibitor	Fh CTSL1 inh	GASC-1 inh	HCV core dimer
S=C(Nc1ccccc1)Nc1nc2ccccc2n1CCOc1ccc(Br)cc1	-7	-0.1	0	12	2.3	-1	1	-9	15
COc1ccc(/C=C/c2nc(N)nc(-c3ccccc3O)n2)cc1OC	-10	0.1	7	-5	6.2	0	3	0	-8
CCOc1ccc(NC(=O)Nc2ccc(NC(C)=O)cc2)cc1	0	0.2	-4	-5	-1.6	2	-3	-13	-7
Cc1ccc(CNC(=O)CCCNC(=O)c2ccc(Cl)cc2)n1C	5	-0.1	-9	2	1.1	-1	-3	-13	-1
Cc1cc(C)c(-c2cc(C(=O)Nc3cc(C)ccc3C)[nH]n2)c(O)c1	-3	0.1	2	-3	0.8	0	-1	-8	5
O=C(Nc1nc2c(F)cc(F)cc2s1)C1CC(=O)N(Cc2ccco2)C1 (configuration not stated)	-15	0.0	0	-2	0.1	3	0	4	21
CCNC(=O)c1cc(S(=O)(=O)N2CCSCC2)ccc1OC	8	0.1	0	0	3.5	0	0	-16	1
COC(=O)C(Cc1ccccc1)NC(=O)CCC(=O)NC(C)CCc1ccccc1 (configuration not stated)	4	0.4	-1	1	-0.9	0	1	-7	-3
COc1ccc(C)cc1S(=O)(=O)NCCN1CCOCC1	-5	0.0	4	1	-0.8	-2	-1	52	-3
O=C(CNS(=O)(=O)c1ccccc1)OCC(=O)c1cccc([N+](=O)[O-])c1	-3	0.3	-2	-3	3.4	1	-6	10	-10
O=C(O)C1CCC(CNS(=O)(=O)c2ccc(Br)cc2)CC1 (configuration not stated)	4	0.1	-4	-3	-3.0	0	6	2	2
C#CCNC(=O)C1=C[C@@H](C(C)(C)C)C[C@@H](OCc2ccc(CO)cc2)O1	-7	0.1	4	-5	5.4	1	-1	8	-9
CC(C)NCC(O)Cn1c2c(c3ccccc31)CCc1c-2cnn1-c1ccccc1 (configuration not stated)	-1	0.4	-14	6	-4.9	-2	-5	-17	-38
COCCN(C(=S)Nc1cccc(C)c1C)C(C)c1ccco1 (configuration not stated)	0	0.0	4	-3	-1.0	1	4	-4	0
O=C(COc1ccc(Br)cc1)NCCCNC(=O)c1cccnc1	12	-0.2	-6	-4	0.8	1	0	4	0
COC(=O)CNC(c1ccccc1)c1cc(C)ccc1NS(=O)(=O)c1ccc(C)cc1 (configuration not stated)	0	0.2	4	4	3.5	-4	3	-3	9
COc1ccc(CC(=O)Nc2cccc(-c3ccc4nnc(C)n4n3)c2)cc1OC	6	0.0	-3	-2	-2.0	-2	4	13	0
Cc1cc(C)cc(NC(=O)CC2Oc3ccc(C)cc3NC2=O)c1 (configuration not stated)	-4	-0.2	4	1	0.7	0	-4	10	-5
CC1=CC(C)(C)Nc2ccc(OC(=O)CN3C(=O)c4cccc5cccc(c45)C3=O)cc21	-4	0.6	-13	6	6.3	-4	-4	0	7
Cc1ccc(Nc2ccc(C(=O)NCCc3ccccc3)cn2)cc1	10	-0.2	0	1	4.2	-5	4	5	2
COC(=O)C1CCN(S(=O)(=O)c2ccc(OC)cc2)CC1	5	0.0	1	-4	-0.5	3	-1	-11	-4
O=C(NCCCN1CCCC1=O)c1ccc2c(c1)NC(=O)c1ccccc1S2	5	0.0	5	-2	-1.3	-2	7	-14	-3
CCO[C@@H]1OC(C(=O)N2CCN(C)CC2)=C[C@H](C2CCCCC2)[C@H]1CCCO	-1	·	4	-2	1.6	-4	-1	·	7
CCOc1ccc(C(=O)NC(=S)Nc2ccc(NC(=O)CC)cc2)cc1[N+](=O)[O-]	-10	0.3	-5	-1	-1.4	1	0	-10	4
O=S(=O)(c1ccc2ccccc2c1)n1cccn1	4	-0.2	-10	-1	-0.1	-2	1	?	3

(cont.)
SMILES	procasp7 counter	Efflux pump mplx	procasp3 activ	PP1 inh	PP5 inh	TPT1 inhibitor	Fh CTSL1 inh	GASC-1 inh	HCV core dimer
CCCS(=O)(=O)N1CCC(C(=O)NCCCN(CC)c2cccc(C)c2)CC1	-2	0.0	2	-3	0.0	-1	-2	24	-6
CN(C)CCNS(=O)(=O)c1ccc(N2CCN(c3ccc(F)cc3)CC2)c([N+](=O)[O-])c1	11	11*	7	-2	3.2	1	-2	-7	-12
CC1CCCCC1NC(=O)CN1C(=O)NC(Cc2ccccc2)(Cc2ccccc2)C1=O (configuration not stated)	5	-0.1	7	-2	0.3	-1	-2	i	2
Cn1c(NC(=O)c2ccc(F)cc2)c(-c2cccs2)c(=O)c2ccccc21	12	0.1	12	-3	-1.4	-2	-3	·	14
CCOC(=O)C(C(=O)Nc1ccccc1)C1CCCCC1 (configuration not stated)	3	0.0	0	2	-0.6	-1	0	3	6
CCCCc1ccc(-c2nc(-c3ccncc3)no2)cc1	4	-0.1	-1	2	-0.1	-4	-2	1	-1
CC1=C(C(=O)Nc2ccccc2C(=O)NCc2ccccc2)SCCO1	-11	0.1	7	1	1.8	0	1	5	3
O=C(CCNc1ccccc1)c1cccc([N+](=O)[O-])c1	-25	-0.2	-18	0	1.1	2	5	2	3
Cc1noc(N)c1C1(O)C(=O)Nc2c(Cl)cc(Cl)cc21 (configuration not stated)	-16	0.0	-8	-1	-2.6	-4	1	-25	-3
CC(C)Cn1nc(NS(=O)(=O)c2cccc3nonc23)c2cc3ccccc3nc21	-1	0.0	-2	0	1.1	2	4	10	-6
O=C(N=C1SC2CS(=O)(=O)CC2N1c1cc(Cl)ccc1Cl)C1CCCO1 (configuration not stated)	-9	0.3	-11	3	1.4	0	5	0	-12
Cc1cc(C)n(CC(=O)Nc2ccc([N+](=O)[O-])cc2)n1	3	0.0	2	-1	0.4	0	4	1	2
Cn1cccc1Cc1nnc(SCC(=O)Nc2ccccc2)n1-c1ccc(F)cc1	-3	0.1	-9	-2	-1.2	4	-1	4	13
Cc1c(NC(=O)c2cccc(S(=O)(=O)N3CCOCC3)c2)c(=O)n(-c2ccccc2)n1C	-8	0.1	-2	-2	-1.6	3	1	?	2
Cc1ccc(NC(=O)CS(=O)CC(=O)N2CCN(c3ccccc3)CC2)cc1 (configuration not stated)	3	0.0	17	1	0.6	-6	-3	-1	-10
COc1ccc(N2CCN(C(=O)CSc3nnc4c(C)cc5ccccc5n34)CC2)cc1	-3	0.0	-4	2	1.0	-1	-1	17	-8
CCC(=O)NCCc1nc2cc(NC(=O)c3ccc(F)cc3)ccc2n1C	3	0.0	7	-1	0.5	-4	0	2	-16

Screening results (PubChem BioAssay)
